Yeast superoxide: caloric restriction mimetics inhibiting age-related superoxide in yeast | S. cerevisiae aged cells, superoxide DHE fluorescence; active compounds read low | superoxide response (% of plate mean), % at 10 µM | hit rate 0.18% among 330,000;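 active = superoxide response under a set limit, about three screen SD below normal, cut at about 65% in these data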;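 also: yeast aged for seven days with compound at 30 °C before DHE staining; 100% = average MFI of all compound-treated wells on the plate with controls excluded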
CIT2-GFP yeast: modulators of TOR pathway CIT2-GFP in S. cerevisiae | S. cerevisiae CIT2-GFP strain, flow cytometry, 3 h; 100 means same as DMSO wells | GFP response vs DMSO, % at 10 µM | hit rate 0.065% among 320,000;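 active = GFP response relative to DMSO above a set limit, near the screen mean plus 3 SD, cut at about 150% in these data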;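 also: ratio of well median GFP fluorescence to mean of DMSO wells on the plate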
AHR activator: activates the human aryl hydrocarbon receptor | P35869 | AHR-responsive luciferase reporter cells, luminescence | activation, % at 5 µM | hit rate 2.5% among 320,000 | AID 2796; in the data active = activation above about 47%;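 also: 0% = vehicle wells and 100% = reference agonist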
Target sequence (P35869 whole entry, looked up): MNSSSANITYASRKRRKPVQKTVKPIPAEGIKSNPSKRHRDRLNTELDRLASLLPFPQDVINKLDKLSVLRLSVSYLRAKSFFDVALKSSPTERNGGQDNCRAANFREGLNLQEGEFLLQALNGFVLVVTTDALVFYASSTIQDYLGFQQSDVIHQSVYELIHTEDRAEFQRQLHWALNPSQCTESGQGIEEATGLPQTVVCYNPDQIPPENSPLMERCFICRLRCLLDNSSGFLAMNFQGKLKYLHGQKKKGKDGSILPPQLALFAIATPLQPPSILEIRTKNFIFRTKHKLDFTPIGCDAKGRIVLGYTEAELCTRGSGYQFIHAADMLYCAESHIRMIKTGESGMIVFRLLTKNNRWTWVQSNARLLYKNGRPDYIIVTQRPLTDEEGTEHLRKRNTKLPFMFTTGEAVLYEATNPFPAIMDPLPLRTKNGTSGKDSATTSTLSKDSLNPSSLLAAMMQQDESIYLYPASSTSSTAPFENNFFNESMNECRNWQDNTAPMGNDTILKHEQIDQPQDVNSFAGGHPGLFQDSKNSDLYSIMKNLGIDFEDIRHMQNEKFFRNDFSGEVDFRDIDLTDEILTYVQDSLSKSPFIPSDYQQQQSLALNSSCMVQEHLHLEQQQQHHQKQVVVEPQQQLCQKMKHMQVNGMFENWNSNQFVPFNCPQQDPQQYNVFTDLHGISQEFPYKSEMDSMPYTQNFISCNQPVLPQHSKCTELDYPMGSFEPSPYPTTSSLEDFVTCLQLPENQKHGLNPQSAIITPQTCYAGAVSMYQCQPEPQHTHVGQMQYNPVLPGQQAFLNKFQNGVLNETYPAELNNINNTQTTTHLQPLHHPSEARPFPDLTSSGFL
MEP2 TOR yeast: alters MEP2-GFP fluorescence in TOR pathway yeast screen; GFP response vs DMSO, % at 10 µM; S. cerevisiae MEP2-GFP strain, flow cytometry GFP, 3 h; 100% = DMSO control level; hit rate 0.51% among 330,000; AID 2016;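 active = GFP response versus DMSO above a set limit, roughly screen mean plus 3 SD, cut at about 180% in these data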;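 also: median GFP fluorescence of the barcode-gated MEP2-GFP cells per well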
Efflux pump mplx: blocks antifungal efflux pumps in multiplex yeast assay. AID 485275. S. cerevisiae Candida pump triplex, Nile Red efflux. hit rate 0.44% among 330,000. inhibition, % at 10 µM;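 active = plate passing quality check with inhibition over a set limit, or well fluorescence over plate mean plus 4 SD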;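 also: Nile Red retained in pooled yeast measured as flow cytometry median fluorescence; 0% = buffer negative control and 100% = Enniatin B positive control; higher means more Nile Red kept so more efflux inhibition; some compounds called inactive have numbers as strong as hits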
AGP1-GFP MLPCN: modulators of TOR pathway AGP1-GFP in S. cerevisiae | hit rate 0.02% among 320,000 | S. cerevisiae AGP1-GFP multiplex flow cytometry, 3 h; GFP as percent of DMSO wells | GFP response vs DMSO, % at 10 µM;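 active = GFP response relative to DMSO above a set limit, near screen average plus 3 SD, cut at about 150% in these data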;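 also: median GFP channel fluorescence of the gated AGP1 strain per well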
LAP4-GFP MLPCN: modulators of TOR pathway LAP4-GFP in S. cerevisiae; S. cerevisiae LAP4-GFP multiplex, flow cytometry GFP, 3 h; median GFP as percent of DMSO wells; GFP response vs DMSO, % at 10 µM; hit rate 0.34% among 320,000; AID 2023;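 active = GFP response vs DMSO above a set limit, about the screen mean plus 3 SD, cut at about 150% in these data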
RPL19A TOR yeast: yeast TOR pathway RPL19A-GFP modulation | AID 2025 | percent response vs DMSO, % at 10 µM | S. cerevisiae RPL19A-GFP strain, flow cytometry, 3 h; active compounds read low | hit rate 0.3% among 330,000;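 active = percent response vs DMSO below 50%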;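 also: median channel GFP fluorescence of the barcoded RPL19A-GFP strain; ratio of sample median GFP to plate DMSO average so 100% = DMSO; lower means less RPL19A-GFP as with rapamycin TOR inhibition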
* hit, by the source's call; · = not tested or not shown.

(1) C=CCOc1ccc(C2/C(=C(\O)c3ccc4c(c3)CC(C)O4)C(=O)C(=O)N2CCN2CCOCC2)cc1OCC (configuration not stated)
(2) O=C(NC1CCCCC1)C1c2ccccc2C(=O)N1Cc1ccc2c(c1)OCO2 (configuration not stated)
(3) C=CCc1ccc(OCCn2cccc2C=O)c(OC)c1
(4) COc1ccc(COC(=O)C2CC(=O)N(Cc3ccc(C)cc3)C2)cc1 (configuration not stated)
(5) CCOc1ccc(CCNC(=O)c2cc(C)on2)cc1OCC
(6) O=C1CC(c2ccco2)CC2=C1C(c1ccccc1)n1nc(C(F)(F)F)nc1N2 (configuration not stated)
(7) Cc1cccc(-c2nsc(SCC(=O)NCC3CCCO3)n2)c1 (configuration not stated)
(8) Cc1nn(-c2ccc(C(=O)O)cc2)c(C)c1Oc1ccccc1O

| assay / entry | 1 | 2 | 3 | 4 | 5 | 6 | 7 | 8 |
| --- | --- | --- | --- | --- | --- | --- | --- | --- |
| Yeast superoxide | 84.5 | 91.5 | 139.7 | 106.1 | 118.8 | 95.8 | 102.1 | 87.3 |
| CIT2-GFP yeast | 105.0 | 101.4 | 92.5 | 104.4 | 89.1 | 97.6 | 101.1 | 100.3 |
| AHR activator | 3.4 | -1.7 | -9.4 | 0.2 | 2.9 | -3.8 | 3.4 | 3.0 |
| MEP2 TOR yeast | 96.2 | 99.6 | 97.6 | 103.8 | 96.7 | 101.5 | 104.5 | 102.1 |
| Efflux pump mplx | 0.0 | 0.2 | -0.1 | 0.0 | 2.5 | -0.2 | 0.0 | -0.2 |
| AGP1-GFP MLPCN | 97.7 | 103.4 | 99.1 | 106.5 | 90.2 | 98.4 | 98.7 | 104.1 |
| LAP4-GFP MLPCN | 81.4 | 104.2 | 109.4 | 106.4 | 86.2 | 98.2 | 101.8 | 100.1 |
| RPL19A TOR yeast | 94.0 | 97.8 | 98.9 | 100.8 | 98.7 | 99.9 | 96.0 | 101.3 |

(9) CCOC(=O)c1sc(/S(C)=N\S(=O)(=O)c2cccc(Cl)c2)c2c1CCC=C2 (configuration not stated)
(10) COc1cccc(CC(=O)OC(C)C(=O)Nc2ncc(Cl)cc2Cl)c1 (configuration not stated)
(11) Cc1ccc(OCCCC(=O)Nc2ccccc2C(F)(F)F)cc1
(12) CC1(C)CC(=O)C(C=N)=C(O)C1
(13) C[C@H](NS(=O)(=O)c1ccccc1F)C(=O)OCC(=O)Nc1ccc2c(c1)OCCO2
(14) CCN(CC)C(=S)Nc1ccc(OC)cc1
(15) Cc1ccc(NC(=O)c2cc(S(=O)(=O)N3CCCCC3)ccc2N2CCOCC2)cc1F
(16) C=CCn1c(SCc2cc([N+](=O)[O-])cc3c2OCOC3)nc2cc(C(=O)O)ccc2c1=O

| assay / entry | 9 | 10 | 11 | 12 | 13 | 14 | 15 | 16 |
| --- | --- | --- | --- | --- | --- | --- | --- | --- |
| Yeast superoxide | 89.0 | 80.1 | 87.9 | 106.0 | 94.2 | 102.5 | 95.5 | 93.2 |
| CIT2-GFP yeast | · | 64.0 | 107.0 | 100.8 | 103.6 | 95.3 | 92.3 | 110.5 |
| AHR activator | 0.1 | 2.3 | -0.4 | 1.4 | 1.7 | 1.3 | 3.1 | -1.2 |
| MEP2 TOR yeast | 99.7 | 86.5 | 111.4 | 101.3 | 99.4 | 96.4 | 93.4 | 114.5 |
| Efflux pump mplx | 0.0 | 0.0 | 0.0 | 0.0 | -0.2 | 0.1 | 0.0 | 0.1 |
| AGP1-GFP MLPCN | · | 83.2 | 101.4 | 108.8 | 97.6 | 97.1 | 93.6 | 111.6 |
| LAP4-GFP MLPCN | · | 170.3* | 108.4 | 101.0 | 95.0 | 94.4 | 94.3 | 103.8 |
| RPL19A TOR yeast | 100.8 | 68.5 | 101.0 | 103.6 | 95.6 | 98.3 | 94.6 | 118.6 |

Reprinted from the part before: two compounds; new compounds follow.
(15) Cc1ccc(NC(=O)c2cc(S(=O)(=O)N3CCCCC3)ccc2N2CCOCC2)cc1F
(16) C=CCn1c(SCc2cc([N+](=O)[O-])cc3c2OCOC3)nc2cc(C(=O)O)ccc2c1=O
(17) CCOC(=O)c1c(NC(=O)CSc2nnc(-c3c[nH]c4ccccc34)n2C)sc2c1CCCC2
(18) CN1CCN(c2oc(-c3ccccc3F)nc2S(=O)(=O)c2ccc(Cl)cc2)CC1
(19) CC(C)Cn1c(N)c(C(=O)COC(=O)c2c(F)cccc2F)c(=O)n(C)c1=O
(20) COc1ccccc1C(=O)N1C(CC(=O)Nc2ccccc2C)C(=O)NC2CCCCC21 (configuration not stated)
(21) CNC(=O)c1ccc(Nc2nnc(-c3ccc(C(N)=O)cc3)c3ccccc23)cc1
(22) COc1ccc2cc(C(c3nnnn3C3CCCC3)N3CCOCC3)c3nnnn3c2c1 (configuration not stated)
(23) Cc1ccccc1NC(=O)COC(=O)/C=C/c1cccc(C(F)(F)F)c1
(24) COC(=O)CCC(=O)Nc1ccc(Br)cc1

| assay / entry | 15 | 16 | 17 | 18 | 19 | 20 | 21 | 22 | 23 | 24 |
| --- | --- | --- | --- | --- | --- | --- | --- | --- | --- | --- |
| Yeast superoxide | 95.5 | 93.2 | 109.1 | 112.1 | 79.1 | 105.2 | 92.0 | 100.3 | 99.4 | 94.1 |
| CIT2-GFP yeast | 92.3 | 110.5 | 92.5 | 94.4 | 91.2 | 98.1 | 107.4 | 86.3 | 93.6 | 107.1 |
| AHR activator | 3.1 | -1.2 | 4.2 | 0.6 | 0.1 | -0.4 | 0.4 | 0.6 | -0.7 | 18.0 |
| MEP2 TOR yeast | 93.4 | 114.5 | 100.3 | 98.3 | 97.3 | 96.4 | 107.8 | 95.4 | 106.3 | 104.3 |
| Efflux pump mplx | 0.0 | 0.1 | -0.1 | 0.1 | 0.2 | 0.0 | 0.0 | -0.1 | -0.6 | 0.2 |
| AGP1-GFP MLPCN | 93.6 | 111.6 | 104.1 | 95.0 | 97.9 | 97.9 | 101.1 | 93.7 | 107.5 | 100.8 |
| LAP4-GFP MLPCN | 94.3 | 103.8 | 105.2 | 98.1 | 98.4 | 95.2 | 99.3 | 94.6 | 118.5 | 104.5 |
| RPL19A TOR yeast | 94.6 | 118.6 | 101.2 | 95.7 | 98.1 | 98.3 | 104.9 | 91.2 | 90.1 | 98.3 |

(25) O=[N+]([O-])c1ccc(Sc2ncc3ccccn23)nc1
(26) CC(=O)Nc1ccc(NC(=O)COC(=O)[C@@H](NC(=O)c2ccc(F)cc2)C(C)C)cc1
(27) Cc1ccc(OCC(=O)Nc2nnc(S(=O)(=O)N3CCCCCC3)s2)cc1
(28) O=C(NCCN1CCN(C(=O)c2cccc(Br)c2)CC1)C(=O)NCc1ccccc1

| assay / entry | 25 | 26 | 27 | 28 |
| --- | --- | --- | --- | --- |
| Yeast superoxide | 108.2 | 95.2 | 124.3 | 87.9 |
| CIT2-GFP yeast | 98.1 | · | 100.9 | 99.0 |
| AHR activator | 1.1 | 0.2 | -3.3 | 2.0 |
| MEP2 TOR yeast | 102.0 | 103.4 | 100.5 | 103.1 |
| Efflux pump mplx | 0.0 | -0.1 | 0.2 | -0.3 |
| AGP1-GFP MLPCN | 100.3 | 108.8 | 104.7 | 101.2 |
| LAP4-GFP MLPCN | 111.3 | 104.9 | 106.9 | 72.0 |
| RPL19A TOR yeast | 99.2 | 107.1 | 103.6 | 113.9 |

Structures listed so far that contain sulfur (10):
(7) Cc1cccc(-c2nsc(SCC(=O)NCC3CCCO3)n2)c1 (configuration not stated)
(9) CCOC(=O)c1sc(/S(C)=N\S(=O)(=O)c2cccc(Cl)c2)c2c1CCC=C2 (configuration not stated)
(13) C[C@H](NS(=O)(=O)c1ccccc1F)C(=O)OCC(=O)Nc1ccc2c(c1)OCCO2
(14) CCN(CC)C(=S)Nc1ccc(OC)cc1
(15) Cc1ccc(NC(=O)c2cc(S(=O)(=O)N3CCCCC3)ccc2N2CCOCC2)cc1F
(16) C=CCn1c(SCc2cc([N+](=O)[O-])cc3c2OCOC3)nc2cc(C(=O)O)ccc2c1=O
(17) CCOC(=O)c1c(NC(=O)CSc2nnc(-c3c[nH]c4ccccc34)n2C)sc2c1CCCC2
(18) CN1CCN(c2oc(-c3ccccc3F)nc2S(=O)(=O)c2ccc(Cl)cc2)CC1
(25) O=[N+]([O-])c1ccc(Sc2ncc3ccccn23)nc1
(27) Cc1ccc(OCC(=O)Nc2nnc(S(=O)(=O)N3CCCCCC3)s2)cc1

| assay / entry | 7 | 9 | 13 | 14 | 15 | 16 | 17 | 18 | 25 | 27 |
| --- | --- | --- | --- | --- | --- | --- | --- | --- | --- | --- |
| Yeast superoxide | 102.1 | 89.0 | 94.2 | 102.5 | 95.5 | 93.2 | 109.1 | 112.1 | 108.2 | 124.3 |
| CIT2-GFP yeast | 101.1 | · | 103.6 | 95.3 | 92.3 | 110.5 | 92.5 | 94.4 | 98.1 | 100.9 |
| AHR activator | 3.4 | 0.1 | 1.7 | 1.3 | 3.1 | -1.2 | 4.2 | 0.6 | 1.1 | -3.3 |
| MEP2 TOR yeast | 104.5 | 99.7 | 99.4 | 96.4 | 93.4 | 114.5 | 100.3 | 98.3 | 102.0 | 100.5 |
| Efflux pump mplx | 0.0 | 0.0 | -0.2 | 0.1 | 0.0 | 0.1 | -0.1 | 0.1 | 0.0 | 0.2 |
| AGP1-GFP MLPCN | 98.7 | · | 97.6 | 97.1 | 93.6 | 111.6 | 104.1 | 95.0 | 100.3 | 104.7 |
| LAP4-GFP MLPCN | 101.8 | · | 95.0 | 94.4 | 94.3 | 103.8 | 105.2 | 98.1 | 111.3 | 106.9 |
| RPL19A TOR yeast | 96.0 | 100.8 | 95.6 | 98.3 | 94.6 | 118.6 | 101.2 | 95.7 | 99.2 | 103.6 |

Screens from PubChem BioAssay.
